Screens: PubChem BioAssay, several laboratories
PLAP act: PLAP enzyme activators, biochemical, luminescence, HTS; 1.2% of 96,000 active; purified PLAP enzyme, luminescent substrate read-out; active compounds read high; Alkaline phosphatase, placental type (Homo sapiens), P05187; AID 696, 2007; activation fold at 20 µM; in the data active = activation fold above about 2
Target sequence (P05187 whole entry, looked up): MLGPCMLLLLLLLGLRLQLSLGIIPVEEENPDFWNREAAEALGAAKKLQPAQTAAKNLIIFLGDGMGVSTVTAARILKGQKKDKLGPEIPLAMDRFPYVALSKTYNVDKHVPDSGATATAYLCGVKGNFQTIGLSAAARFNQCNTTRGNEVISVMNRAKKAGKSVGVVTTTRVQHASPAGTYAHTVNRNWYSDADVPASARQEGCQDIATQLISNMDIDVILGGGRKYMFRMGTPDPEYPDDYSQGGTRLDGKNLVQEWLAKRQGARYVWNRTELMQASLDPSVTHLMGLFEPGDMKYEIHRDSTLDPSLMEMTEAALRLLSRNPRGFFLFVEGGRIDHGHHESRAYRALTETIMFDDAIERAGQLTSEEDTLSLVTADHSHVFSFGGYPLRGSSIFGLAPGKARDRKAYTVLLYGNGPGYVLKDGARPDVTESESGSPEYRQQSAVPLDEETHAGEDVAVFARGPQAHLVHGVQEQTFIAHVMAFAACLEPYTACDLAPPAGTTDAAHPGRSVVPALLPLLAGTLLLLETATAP
S1P2 blocker: human S1P2 receptor antagonists, primary screen, cell-based. Sphingosine 1-phosphate receptor 2 (Homo sapiens), O95136. cell-based S1P2 antagonist assay, inhibition at 5 uM. inhibition, % at 5 µM. 0.21% of 97,000 active. AID 736, 2007; in the data active = inhibition above about 45%;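 also: CRE beta-lactamase reporter cells expressing human S1P2 stimulated with S1P; 0% = agonist at EC80 alone and 100% = agonist plus reference antagonist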
PostGolgi ctrl: growth inhibition of yeast control strain, primary screen, counter-screen for post-Golgi transport modulator project | efflux-deficient yeast background strain, growth absorbance A615, 16 h | inhibition, % at 10 µM | 5% of 98,000 active
sEH inh: soluble epoxide hydrolase inhibitors, primary screen, biochemical, human sEH | inhibition, % at 2 µM | 0.34% of 91,000 active | Bifunctional epoxide hydrolase 2 (Homo sapiens), P34913 | recombinant human sEH enzymatic activity assay; in the data active = inhibition above about 80%; also: values of inactives mirror those of a sister screen read the other way; many of its hits are not listed in these tables
Target sequence (P34913 whole entry, looked up): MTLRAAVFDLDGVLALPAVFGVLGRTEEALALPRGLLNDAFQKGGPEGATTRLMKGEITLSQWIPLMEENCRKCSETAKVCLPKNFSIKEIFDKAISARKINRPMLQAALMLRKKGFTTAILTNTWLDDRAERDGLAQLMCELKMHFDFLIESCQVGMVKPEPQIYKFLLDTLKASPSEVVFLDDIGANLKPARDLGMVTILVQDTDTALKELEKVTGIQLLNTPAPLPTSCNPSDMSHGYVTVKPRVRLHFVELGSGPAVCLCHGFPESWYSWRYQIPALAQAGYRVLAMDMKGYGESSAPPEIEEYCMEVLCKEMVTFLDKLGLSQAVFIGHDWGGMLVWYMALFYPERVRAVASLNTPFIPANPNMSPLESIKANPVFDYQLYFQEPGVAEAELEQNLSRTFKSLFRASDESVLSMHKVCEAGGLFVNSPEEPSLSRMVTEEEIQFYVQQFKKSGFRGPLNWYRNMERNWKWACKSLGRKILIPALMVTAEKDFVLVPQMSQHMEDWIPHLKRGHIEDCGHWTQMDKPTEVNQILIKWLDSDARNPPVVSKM
Ecoli WT expand: growth inhibitors of wild-type E. coli, primary screen, strain BW25113, expanded library, OD600. OD600 absorbance. growth inhibition, % at 100 µM. 0.15% of 98,000 active;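 active = growth inhibition above about 50% at one test dose, limit read from the data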;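 also: growth measured after 20 h incubation at 37 °C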
S1P2 ag: S1P2 receptor agonists, primary screen, cell-based; Sphingosine 1-phosphate receptor 2 (Homo sapiens), O95136; S1P2-expressing cell line, agonist reporter read-out; activation, % at 4.5 µM; 0.46% of 97,000 active; AID 729, 2007; in the data active = activation above about 16%;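 also: 0% = vehicle low control and 100% = maximal reference agonist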
PostGolgi yeast: phenotypic screen on post-Golgi transport, primary screen. post-Golgi transport phenotypic cell assay. inhibition, % at 10 µM. 0.9% of 98,000 active. AID 739, 2007;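 also: yeast cells grown in 1536-well plates; yeast grown about 18 h at 30C before absorbance read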
Mac1 fbg inh: inhibitors of CD11b/CD18 adhesion to fibrinogen, primary screen, K562 cells, luminescence | ATPlite luminescence; Mn2+ added to activate the integrin | inhibition, % at 10 µM | 0.54% of 93,000 active | AID 1497, 2009;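 active = primary inhibition of 50% or more at 10 µM, then 40% or more on retest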; also: some results filed as inactive read as strong as hits
sEH act: soluble epoxide hydrolase activators, primary screen, biochemical, human sEH. Bifunctional epoxide hydrolase 2 (Homo sapiens), P34913. purified human sEH enzymatic activity, activator screen. activation, % at 2 µM. 0.04% of 91,000 active. AID 717, 2007; in the data active = activation above about 37%; also: values of inactives mirror those of a sister screen read the other way
An asterisk follows results filed as active; i = inactive; nt = no result given. Rule as the data show it, unless noted: active = inhibition above about 30%; inactive = the rest.

SMILES	PLAP act	S1P2 blocker	PostGolgi ctrl	sEH inh	Ecoli WT expand	S1P2 ag	PostGolgi yeast	Mac1 fbg inh	sEH act
O=C(Nc1ccc(S(=O)(=O)N2CCN(c3ccccc3)CC2)cc1)c1cccs1	1.2	2	25	49	-6	-8	-4	0	-49
COC(=O)c1ccccc1NC(=O)CSc1nnc(-c2cccnc2)n1C	nt	22	nt	11	nt	-3	nt	nt	-11
COCCCNC(=O)c1cn(C)c(=O)c2cc(OC)c(OC)cc12	1.2	-13	-5	nt	1	3	-5	-3	nt
CCOC(=O)CC(=O)CSc1nnc(Cn2c(=O)sc3ccccc32)n1C	0.8	29	0	-23	-11	-4	-2	-6	20
CC(C)Oc1cccc(-c2nnc(SCC(=O)Nc3ccc4c(c3)OCCO4)n2N)c1	1.1	-12	20	2	-7	-9	8	nt	-2
CCOC(=O)c1ccc(NC(=O)c2ccc(NS(C)(=O)=O)cc2)cc1	0.9	7	0	6	1	-3	-1	nt	-6
Cc1ccn2cc(C(=O)Nc3nnc(C)s3)nc2c1	1.8	nt	16	nt	0	nt	-1	0	nt
O=C(Cn1nnc(-c2ccccc2NC(=O)C2CC2)n1)NC1CCCCC1	1.1	13	6	9	-3	-4	5	4	-9
COc1ccc(NS(=O)(=O)c2c(C)[nH]c(=O)[nH]c2=O)c(OC)c1	1.1	-9	11	-9	-3	-2	13	-1	9
CCCCOC(=S)NC(=O)c1sc2ccccc2c1Cl	1	7	8	7	5	-6	-3	8	-9
COc1ccc(-c2ncccc2O)cc1	0.9	5	29	-4	-2	-1	3	-51	5
Cc1ccc(S(=O)(=O)N2CCN(S(=O)(=O)c3ccc4c(c3)OCCO4)CC2)cc1	0.9	12	12	-29	-3	-6	5	-3	26
N/C(CN1CCCC1=O)=N\OC(=O)c1ccccc1Cl	0.9	-15	1	-3	0	-5	-4	-17	1
O=S(=O)(c1cccs1)n1cnc2ccccc21	1.1	15	12	0	10	1	3	-14	0
Cc1ccc(S(=O)(=O)N2CCOCC2)cc1C(=O)Nc1ccccn1	1	2	9	7	-9	-5	2	-7	-2
Cc1cccc(C2=N/C(=C\c3cccnc3)C(=O)O2)c1	1.1	1	-1	1	2	-6	3	-10	-3
CCOc1ccc(N(Cc2cc3cc(OC)ccc3[nH]c2=O)S(C)(=O)=O)cc1	1.1	11	30	9	-12	-8	9	10	-9
COc1ccc(/C(O)=C2/C(=O)C(=O)N(CCCN(C)C)C2c2ccc(C)o2)cc1Cl (stereo not drawn)	1.6	19	-2	-8	2	-2	16	-3	7
O=C(Nc1ccccc1)c1nnn(Cc2ccccc2)c1NC(=O)C(F)(F)F	1.1	-7	7	0	2	-6	3	7	3
COc1cccc(NC(=O)c2oc3ccccc3c2NC(=O)C(C)(C)C)c1	1.6	9	21	-4	-25	-1	-11	26	6
CN1CCN(c2ccc([N+](=O)[O-])c(-n3nc(-c4ccccc4)c4ccccc4c3=O)c2)CC1	1.2	14	1	-9	-3	0	4	11	9
CCS(=O)(=O)N1CCC(NC(=O)C2CCCCC2)CC1	1	19	1	8	3	-3	14	15	-7
CCCC(=O)NCc1nc2ccccc2n1C	1	-8	4	11	2	-4	0	4	-8
c1cncc(CNc2c3c(nc4nnnn24)CCCC3)c1	1.1	nt	-3	nt	-12	nt	-5	-8	nt
CCN(CC)S(=O)(=O)c1cc(NC(=O)Cn2cnc3ccccc3c2=O)ccc1C	1.1	-1	7	10	7	-6	9	21	-7

Ordered by the number under PLAP act (ascending): 3 from the list above.
| canonical_smiles | PLAP act | S1P2 blocker | sEH inh | S1P2 ag | PostGolgi yeast | Mac1 fbg inh | sEH act |
| --- | --- | --- | --- | --- | --- | --- | --- |
| O=C(Cn1nnc(-c2ccccc2NC(=O)C2CC2)n1)NC1CCCCC1 | 1.1 | 13 | 9 | -4 | 5 | 4 | -9 |
| O=C(Nc1ccc(S(=O)(=O)N2CCN(c3ccccc3)CC2)cc1)c1cccs1 | 1.2 | 2 | 49 | -8 | -4 | 0 | -49 |
| Cc1ccn2cc(C(=O)Nc3nnc(C)s3)nc2c1 | 1.8 | nt | nt | nt | -1 | 0 | nt |

The listing picks up, starting two compounds before the break.
SMILES	PLAP act	S1P2 blocker	PostGolgi ctrl	sEH inh	Ecoli WT expand	S1P2 ag	PostGolgi yeast	Mac1 fbg inh	sEH act
c1cncc(CNc2c3c(nc4nnnn24)CCCC3)c1	1.1	nt	-3	nt	-12	nt	-5	-8	nt
CCN(CC)S(=O)(=O)c1cc(NC(=O)Cn2cnc3ccccc3c2=O)ccc1C	1.1	-1	7	10	7	-6	9	21	-7
C/C(NC(=O)c1cccc(F)c1)=C1/C(=O)C[C@@H]2[C@H]1C2(C)C	1	-27	-5	-10	1	-3	-1	10	7
N=c1sccn1CC(=O)Nc1cccc(Oc2ccccc2)c1	1.1	17	3	15	16	-11	-2	-16	-15
COc1ccc(CCN2C(=O)C3C4CC(C5C(C(=O)NN)=NOC45)C3C2=O)cc1OC (stereo not drawn)	1.7	5	27	60	-3	0	7	3	-60
O=C(NC1=NCCS1)c1csc2ccccc12	1	nt	20	nt	16	nt	3	14	nt
O=S(=O)(Nc1cc(Cl)ccn1)c1ccc(Cl)cc1	1.1	-13	24	-8	-5	0	-8	3	8
CC(=O)NC(C(=O)NCC(N)=O)C(C)C (stereo not drawn)	0.8	-6	-2	-6	5	-1	-12	-20	4
O=C(Nc1ccccc1)c1ccccc1OCC(O)CN1C(=O)c2ccccc2S1(=O)=O (stereo not drawn)	0.9	10	6	13	0	-3	4	8	-13
Cc1ccc(Cn2cccc(-c3nc4ccccc4s3)c2=O)cc1	1.1	-71	7	-15	0	77*	-12	40	18
COc1ccc([N+](=O)[O-])cc1NC(=O)CCc1ccccc1	1.2	1	-2	7	2	-5	17	nt	-8
NNC(=O)c1nc(-c2ccccc2)n2c1CCCCC2	1.4	-4	0	2	-1	-8	1	-7	1
CCCOc1ccc(C(=O)c2nc3c(n2O)CCCC3)cc1	0.9	15	5	-1	4	-2	0	3	1
COc1ccccc1N(CC(=O)NCC1CCCO1)C(=O)CCC(=O)Nc1nccs1 (stereo not drawn)	nt	-11	nt	-7	nt	-3	nt	nt	8
CC(C)Cc1nnc(NC(=O)CSc2ccccn2)s1	1.2	5	20	-20	-3	-3	6	-31	15
CCNC(=S)N1CCN(CCN=CC2=C(O)CC(c3ccco3)CC2=O)CC1 (stereo not drawn)	1.4	-1	11	-5	-3	-3	0	2	-1
CC(C)c1nc(N2CCN(C(=O)c3ccco3)CC2)c2c3c(sc2n1)CCCC3	1.4	16	18	-28	3	-4	4	nt	22
COc1ccc(NC(=O)CN(C2CCCCC2)S(C)(=O)=O)cc1OC	1.1	20	4	-12	-1	-6	-7	-15	12
CCc1ccccc1N=C1SCC(=O)N1C	1	7	13	3	3	-7	5	0	-4
Cc1nn(C(=O)c2cc3sccc3[nH]2)c(C)c1C	0.9	10	22	1	-6	-2	-6	-12	-3
Cc1ccc(-c2nc(CS(=O)CC(=O)NCCN3CCCC3)c(C)o2)cc1 (stereo not drawn)	1.5	i	7	nt	-11	-5	8	-10	nt
O=C(Cn1cnc2c(nnn2Cc2ccc(Cl)cc2)c1=O)OCc1ccccc1	nt	0	nt	-5	nt	-4	nt	nt	5
Cn1c(SCC(=O)c2ccc(-c3ccccc3)cc2)nnc1-c1ccco1	0.8	-14	14	4	-5	-4	-6	nt	-8
O=C1CC(N2CCN(c3ccccc3Cl)CC2)C(=O)N1c1ccc(F)cc1 (stereo not drawn)	1.1	-4	11	-2	-10	-8	-39	-14	0
CCNC(=O)COC(=O)/C=C/c1ccccc1[N+](=O)[O-]	1.2	3	15	-2	1	-2	-1	-28	0
Cc1ccc(C)c2[nH]c(=O)c(CN(CC3CCCO3)S(=O)(=O)c3ccc4c(c3)OCCO4)cc12 (stereo not drawn)	1	16	3	13	-1	-3	14	-4	-13
CC1CCCCC1NC(=O)c1ccc(S(=O)(=O)N2CCCC2)cc1 (stereo not drawn)	0.9	-19	7	9	-4	-2	-2	-2	-9

Going on with the list.
SMILES	PLAP act	S1P2 blocker	PostGolgi ctrl	sEH inh	Ecoli WT expand	S1P2 ag	PostGolgi yeast	Mac1 fbg inh	sEH act
COC(=O)c1ccccc1NC(=O)c1cc2nc(C3CC3)cc(C(F)(F)F)n2n1	0.9	-9	7	4	-18	-4	19	nt	-2
O=C1C2C3C=CC(C3)C2C(=O)N1c1ccccc1 (stereo not drawn)	1.4	32	1	1	4	-3	20	4	0
COc1ccc(-c2c3c(=O)n(C)c(=O)n(C)c3cn2-c2cc(OC)ccc2OC)cc1	1.4	4	0	nt	1	-7	3	1	nt
CN(C)C=Nc1ncc2c3ccccc3n(CCN(C)C)c2c1C#N	1.5	7	25	-17	12	-2	-10	-13	16
CN1CCC(OC(=O)C23CCC(C)(C(=O)O2)C3(C)C)CC1 (stereo not drawn)	1.3	3	9	3	-4	-2	-1	9	-1
CC(=O)n1nc(-c2ccco2)nc1N	1	-8	2	-3	-5	-6	1	nt	2
COc1cc(/C=N/NC(=O)CSc2cc(C)c(Br)cc2C)ccc1O	1.7	-6	23	18	-8	-3	-4	48	-16
CCCC(=O)Nc1cnc(NC(=O)c2cccc(F)c2)cc1C	1.1	12	27	nt	6	-13	-4	-58	nt
COc1ccc(S(=O)(=O)N2CCCN(CC(=O)Nc3ccc(OC)c(Cl)c3)CC2)cc1	1.2	-11	19	11	-15	-3	-5	nt	-12
CC1(C)Cc2cccc(OCC(=O)N3CCN(S(=O)(=O)c4ccc(F)cc4)CC3)c2O1	1.1	10	2	-2	8	1	1	11	2
CC(NC(=O)Cn1cc(C(=O)C2CC2)c2ccccc21)c1ccccc1 (stereo not drawn)	0.9	26	0	5	0	-8	-2	0	-6
CC(C)Cn1c(SCC(=O)N2CCCCC2)nc2ccccc2c1=O	nt	-20	nt	4	nt	-1	nt	nt	-3
Cc1oc(-c2ccc(Cl)cc2)cc1-c1nn2c(-c3ccoc3C)nnc2s1	1.6	-16	0	-3	-4	-4	-1	47	5
C=CCSc1n[nH]c(-c2ccc(OCCC)cc2)n1	1.2	1	0	8	21	-2	-9	8	-3
CC(Oc1ccc(Cl)cc1Cl)C(=O)NCCCN(C)C (stereo not drawn)	1	nt	17	nt	-4	nt	-4	-11	nt
Clc1cccc(NCc2nnc(SCc3ccccc3)o2)c1	1.1	7	20	11	7	-5	11	-8	-12
COc1ccccc1NC(=O)COc1ccc(C(F)(F)F)cc1[N+](=O)[O-]	nt	-1	nt	-9	nt	-12	nt	nt	9
CN(C)c1nc(SCc2ccccc2Cl)nc2c1CCCC2	1	-4	36*	12	-2	-7	59*	-19	-10
COc1ccc(NC(=O)c2sc(SCc3ccccc3)nc2N)cc1	0.6	-4	1	5	-6	-7	-10	0	-2
CCc1cc2c(=O)n(CC)c(SC(C)C(=O)Nc3c(C)n(C)n(-c4ccccc4)c3=O)nc2s1 (stereo not drawn)	1.8	-27	4	-3	-1	-3	0	-2	4
CCOC(=O)C(CSCC(=O)c1ccc(Cl)cc1Cl)NC(=O)OC(C)(C)C (stereo not drawn)	2*	0	1	4	6	-9	-5	-4	-6
O=C(COc1ccccc1)NCC(c1cccs1)N1CCOCC1 (stereo not drawn)	nt	6	4	0	0	-5	11	nt	-2
Brc1cc2c(cc1/C=N/Nc1nc(N3CCCC3)nc(N3CCOCC3)n1)OCO2	1.3	14	25	6	-10	-6	-7	nt	0
CCOC(=O)C1CCN(S(=O)(=O)c2cnc[nH]2)CC1	0.9	nt	-2	nt	-3	nt	17	-15	nt
O=C(CCCCCCCC(=O)NCC1CCCO1)NCC1CCCO1 (stereo not drawn)	nt	6	nt	8	nt	-4	nt	nt	-8
CCCN(CCC)C(=O)CSc1nc2n[nH]c(C)c2c(=N)n1-c1ccc(OCC)cc1	1	18	15	nt	-2	-4	-3	15	nt
CCc1ccccc1NC(=O)N1CCC(NC(=O)C(Cc2ccc(OC)c(OC)c2)NC(C)=O)CC1 (stereo not drawn)	1.1	1	5	1	1	-8	7	-15	-2
N#Cc1cc2c(nc1SCC(O)CS(=O)(=O)Cc1ccc(Cl)cc1)CCCC2 (stereo not drawn)	1.4	3	36*	8	-14	-4	-3	14	-12
